Screening results (PubChem)
mABHD4 FP: inhibits mouse alpha/beta hydrolase domain 4; Q8VD66; purified mABHD4, FP-Rh probe fluorescence polarization; inhibition, % at 8.92 µM; actives 0.54% (n = 370,000);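 active means inhibition exceeding the mean over every tested compound plus 3 SD, cut at about 30% in these data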;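 further: 0% = plate median of compound wells and 100% = S159A mutant with DMSO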
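Test system: mouse ABHD4 enzyme, wild type. Reagent: FP-Rh fluorescent activity-based probe, added after compound pre-incubation. Timing: pre-incubation 45 min, probe exposure 60 min, at 25 °C. Technique: FP readout, ex 525 nm / em 598 nm. Benchmarks: high control S159A mutant with DMSO, low control median of compound wells.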
PG9 Ab binder: binds the HIV-1 gp120 antibody PG9; TR-FRET gp120-PG9 antibody binding; inhibition, % at 6.7 µM; actives 0.43% (n = 360,000); AID 624416; in the data active means inhibition above about 8.5%
UHRF1 MBD2 ctr: blocks human UHRF1 binding to methylated DNA | UHRF1 binding to methylated oligo, TR-FRET | inhibition, % at 4.4 µM | actives 0.75% (n = 370,000) | Q96T88; in the data active means inhibition above about 21%;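 further: UHRF1 SRA domain binding a hemimethylated CpG hairpin DNA probe; 0% = median of test compound wells and 100% = reference inhibitor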
PRMT1 FP inh: blocks human protein arginine methyltransferase 1. Q99873. recombinant PRMT1, activity-based probe fluorescence polarization. inhibition, % at 2.79 µM. actives 1.3% (n = 370,000). AID 652257;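 active means inhibition above about 21% made by adding two undisclosed values, limit read from the data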
Target sequence (Q99873 whole entry, looked up): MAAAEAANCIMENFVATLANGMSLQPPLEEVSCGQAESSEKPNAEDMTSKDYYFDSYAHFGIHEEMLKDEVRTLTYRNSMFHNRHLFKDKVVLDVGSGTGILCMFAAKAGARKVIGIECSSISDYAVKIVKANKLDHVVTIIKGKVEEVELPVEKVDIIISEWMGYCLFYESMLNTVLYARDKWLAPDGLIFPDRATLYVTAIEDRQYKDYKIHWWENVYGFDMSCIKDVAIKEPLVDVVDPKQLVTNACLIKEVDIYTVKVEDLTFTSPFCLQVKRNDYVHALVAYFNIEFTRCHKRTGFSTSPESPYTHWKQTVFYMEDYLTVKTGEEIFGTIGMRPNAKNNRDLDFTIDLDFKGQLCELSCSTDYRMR
TCR CD3 inh: human TCR-CD3 binding inhibition; TAMRA-labeled TCR probe fluorescence, biochemical; inhibition, % at 9.4 µM; actives 0.37% (n = 360,000); AID 651800; in the data active means inhibition above about 19%;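 further: recombinant mutant TCR 2C K166C tagged with TAMRA read by polarization; 0% = receptor in buffer alone and 100% = receptor with positive control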
TDP2 inh: blocks human TDP2 phosphodiesterase activity. inhibition, % at 12.8 µM. O95551. actives 0.34% (n = 370,000). recombinant TDP2, T5PNP hydrolysis, p-nitrophenol absorbance 415 nm;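 active means inhibition above the mean of all tested compounds plus 3 SD, set per campaign, cut at about 25% in these data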;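 further: 0% = DMSO with enzyme and 100% = buffer with substrate but no TDP2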
Target sequence (O95551 whole entry, looked up): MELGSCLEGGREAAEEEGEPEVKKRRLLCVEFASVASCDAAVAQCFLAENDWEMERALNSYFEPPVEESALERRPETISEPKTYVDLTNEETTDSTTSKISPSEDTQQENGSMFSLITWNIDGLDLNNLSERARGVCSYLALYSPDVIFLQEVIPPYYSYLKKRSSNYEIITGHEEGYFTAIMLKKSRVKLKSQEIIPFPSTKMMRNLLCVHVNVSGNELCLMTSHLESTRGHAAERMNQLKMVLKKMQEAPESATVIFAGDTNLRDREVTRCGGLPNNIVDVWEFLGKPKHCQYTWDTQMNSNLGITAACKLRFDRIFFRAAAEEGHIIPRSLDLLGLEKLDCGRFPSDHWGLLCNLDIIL
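Read-out basis: percent inhibition. System: recombinant human TDP2. Buffer or medium: Mg2+-containing Tris-HCl buffer, pH 7.5. Repeats: single replicate. Timing: reaction 2 h, 37 °C. Benchmarks: high control without enzyme, low control DMSO plus TDP2. Probe or stimulus: 5 mM T5PNP. Doses: 12.8 µM only. Measured by: epi absorbance of p-nitrophenol freed from T5PNP by hydrolysis.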
DDE Tn7 FP inh: disrupts Tn7 cyclic peptide binding to fibrin D-Dimer-E complex. FP displacement of FITC-Tn7 peptide from fibrin DD(E); 0% = median of compound wells per plate. inhibition, % at 8.3 µM. actives 0.13% (n = 370,000);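 active means inhibition above the mean of compounds falling within the control limits plus 3 SD of them, cut at about 14% in these data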;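 further: 0% = plate median of compound wells and 100% = 10 µM Aha-Tn7 peptide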
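assay system = human clot-derived fibrin DD(E) complex | quantity = Fibrin-DD(E) at 2 µM final | timing = 10 min preincubation, 3 h with tracer, room temperature | signal = fluorescence polarization | measure = percent inhibition | benchmarks = high control wells with 10 µM unlabelled Aha-Tn7 peptide (full inhibition) | replicates = singlicate testing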
HTRA1 inh: HTRA1 (human) protease inhibition; Q92743; recombinant HTRA1, FP-rhodamine activity-based probe, fluorescence polarization; inhibition, % at 5.96 µM; actives 0.5% (n = 340,000); in the data active means inhibition above about 36%;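 further: 0% = enzyme with DMSO and 100% = wells lacking enzyme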
SIAE inh: inhibitors of human sialic acid acetylesterase SIAE; SIAE FP-Rh probe binding, fluorescence polarization; inhibition, % at 9.66 µM; actives 0.69% (n = 370,000); AID 1053197;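 active means inhibition above a cutoff: mean of compounds within the control limits plus 3 SD of those, cut at about 17% in these data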;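 further: 0% = plate median of compound wells and 100% = probe without SIAE protein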
LEDGF integ inh: blocks HIV-1 LEDGF/p75-dependent DNA integration | TR-FRET IN-LEDGF/p75 DNA integration, Eu/Cy5 | inhibition, % at 3.7 µM | actives 0.64% (n = 370,000) | AID 743269;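 active means inhibition above the screen-wide mean plus 3 SD, cut at about 13% in these data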;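 further: signal is the Cy5 over europium emission ratio at 671 and 618 nm; 0% = plate median of compound wells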
* hit, by the source's call; · = no result given. The list is partial; the hit share may differ from the screen's.

1) COC(=O)C1=C(c2ccc(F)cc2F)C[C@@H]2CC[C@H]1N2C(=O)N1CCC(C)CC1
2) COP(=O)(OC)C(NC(=O)c1ccc(C)cc1)C(Cl)(Cl)Cl (stereo unspecified)
3) CCCCC12CNCC(C)(CNC1)C2=O
4) O=C(NC(Cc1ccccc1)P(=O)(O)Oc1ccccc1)OCc1ccccc1 (stereo unspecified)
5) O=c1[nH]c(=S)n(-c2ccccc2)c(O)c1/C=N/N1CCOCC1
6) CC(=O)c1c(C)[nH]c(C(=O)N2CCC3(CC2)OCCO3)c1C
7) COc1ccccc1N1CCN(Cc2ccc(Br)cc2)CC1
8) CNC(=O)Oc1cccc(-c2cn3cc(OC(=O)NC)ccc3n2)c1
Screen / compound no.,1,2,3,4,5,6,7,8
SIAE inh,0,5,-4,5,-2,-3,-6,17*
PRMT1 FP inh,0,1,4,-6,1,-1,-1,10
HTRA1 inh,4,1,-7,·,-3,-5,-1,21
PG9 Ab binder,-0.1,-1.1,-1.8,·,-2.3,-0.8,0.5,-2.9
DDE Tn7 FP inh,-5,3,17*,-6,1,-3,3,-4
TCR CD3 inh,-3,0,12,·,-3,7,0,7
UHRF1 MBD2 ctr,-3,-3,0,-3,4,2,1,-8
LEDGF integ inh,-1,-4,-2,7,3,-1,-3,1
TDP2 inh,4,6,7,8,-13,-4,7,13
mABHD4 FP,1,9,5,1,-12,4,1,40*

Given with two lines to a compound: part of the list above.
Results follow in this order: SIAE inh, PRMT1 FP inh, HTRA1 inh, PG9 Ab binder, DDE Tn7 FP inh, TCR CD3 inh, UHRF1 MBD2 ctr, LEDGF integ inh, TDP2 inh, mABHD4 FP
2	COP(=O)(OC)C(NC(=O)c1ccc(C)cc1)C(Cl)(Cl)Cl (stereo unspecified)
 : 5, 1, 1, -1.1, 3, 0, -3, -4, 6, 9
3	CCCCC12CNCC(C)(CNC1)C2=O
 : -4, 4, -7, -1.8, 17*, 12, 0, -2, 7, 5
4	O=C(NC(Cc1ccccc1)P(=O)(O)Oc1ccccc1)OCc1ccccc1 (stereo unspecified)
 : 5, -6, ·, ·, -6, ·, -3, 7, 8, 1
5	O=c1[nH]c(=S)n(-c2ccccc2)c(O)c1/C=N/N1CCOCC1
 : -2, 1, -3, -2.3, 1, -3, 4, 3, -13, -12

(next part)
9) O=C(CF)NC(NC(=S)Nc1cccc([N+](=O)[O-])c1)C(Cl)(Cl)Cl (stereo unspecified)
10) CNC(C)(C)Cc1ccccc1
11) CCN(CC)S(=O)(=O)c1cc(NC(=O)C(C)N2CC=C(c3ccccc3)CC2)ccc1C (stereo unspecified)
12) COc1ccc(CNCCc2ccc3c(c2)OCO3)c(OC)c1OC
13) CN1/C(=C\C=C2C(=O)NC(=O)NC2=O)C(C)(C)c2ccccc21
14) COc1cccc(C(=O)C2CCCN(Cc3ccon3)C2)c1 (stereo unspecified)
15) C/C(=N\N1CCCCCC1)c1c(O)n(-c2ccc(Cl)cc2)c(=O)[nH]c1=O
16) CN1C(=O)C(=Cc2sc(=O)n(-c3ccccc3)c2N(C)C)C(=O)N(C)C1=O
Screen / compound no.,9,10,11,12,13,14,15,16
SIAE inh,-1,-3,-4,6,3,7,6,-20
PRMT1 FP inh,-3,1,1,-1,-51,-1,1,4
HTRA1 inh,-4,9,-27,2,-2,3,-1,-25
PG9 Ab binder,-0.3,-1.7,-1.6,1.6,-2.9,-2.2,-1.0,-3.4
DDE Tn7 FP inh,9,-2,5,-3,-29,4,-1,-5
TCR CD3 inh,-1,-9,-3,5,4,2,1,-14
UHRF1 MBD2 ctr,-3,-1,3,1,-46,-2,2,-2
LEDGF integ inh,-1,1,-6,1,0,-3,-1,2
TDP2 inh,7,6,-9,14,-2,5,24,-4
mABHD4 FP,-8,0,-5,4,-2,0,2,-9

17) CC(=Nc1ccccc1N)c1c(O)n(C)c(=O)[nH]c1=O
18) Cc1cccc(-n2c(O)c(C=NCCN3CCCCC3)c(=O)[nH]c2=O)c1
19) O=C(NCC1=C(c2ccc3ccccc3c2)C[C@@H]2CC[C@H]1N2Cc1ccco1)c1cccnc1
20) Cc1nc2cc(F)ccc2n1C1CCN(Cc2nnnn2CCc2ccccc2)CC1
21) Fc1ccccc1CNCCc1ccc2c(c1)OCO2
22) CCN1C(=O)C(=Cc2ccc(N3CCOCC3)o2)C(=O)N(CC)C1=S
23) CCC1C(c2cc(OC)c(OC)c(OC)c2)c2cc3c(cc2OC1N1CCCC1)OCO3 (stereo unspecified)
24) CCC(=O)Nc1cc(C(=O)N2CCC3(CC2)OCCO3)ccc1S(=O)(=O)c1ccc(C)cc1
Screen / compound no.,17,18,19,20,21,22,23,24
SIAE inh,3,-2,-2,-5,9,-22,0,4
PRMT1 FP inh,-3,0,0,1,0,-7,0,-2
HTRA1 inh,-4,10,-7,-1,0,-5,-5,1
PG9 Ab binder,-2.4,1.0,-1.8,-0.2,-2.3,-2.8,-1.1,1.4
DDE Tn7 FP inh,-6,10,-2,-3,4,2,-8,1
TCR CD3 inh,-2,5,3,3,13,-20,-4,-4
UHRF1 MBD2 ctr,0,-1,-2,-1,-3,0,2,-2
LEDGF integ inh,-2,-3,4,0,-10,2,2,1
TDP2 inh,6,14,-4,-6,8,-12,-7,4
mABHD4 FP,2,3,-1,5,9,-13,-6,-1

An excerpt of these results, as tab-separated lines:
entry	SMILES	SIAE inh	PRMT1 FP inh	HTRA1 inh	PG9 Ab binder	DDE Tn7 FP inh	TCR CD3 inh	UHRF1 MBD2 ctr	LEDGF integ inh	TDP2 inh	mABHD4 FP
11	CCN(CC)S(=O)(=O)c1cc(NC(=O)C(C)N2CC=C(c3ccccc3)CC2)ccc1C (stereo unspecified)	-4	1	-27	-1.6	5	-3	3	-6	-9	-5
12	COc1ccc(CNCCc2ccc3c(c2)OCO3)c(OC)c1OC	6	-1	2	1.6	-3	5	1	1	14	4
13	CN1/C(=C\C=C2C(=O)NC(=O)NC2=O)C(C)(C)c2ccccc21	3	-51	-2	-2.9	-29	4	-46	0	-2	-2
14	COc1cccc(C(=O)C2CCCN(Cc3ccon3)C2)c1 (stereo unspecified)	7	-1	3	-2.2	4	2	-2	-3	5	0
